Bioassay records deposited in PubChem BioAssay by several laboratories.
STAT1 act – activators of IFN-gamma induced STAT1 signaling; activation (% of control), % at 5.5 µM; NIH 3T3 STAT1-luciferase reporter, luminescence; 100% = IFN-gamma alone, no compound; AID 932; 200,000 compounds, 2.6% hits;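 active = activation above the screen-wide mean activation plus 3 SD, cut at about 130% in these data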;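 note: raw ratio to IFN-gamma control signal so 100% means no change and 0% no light; values of inactives mirror those of a sister screen read the other way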
STAT3 activator – increases IL-6 driven STAT3 reporter signal; U3A cells, IL-6 STAT3-luciferase reporter, luminescence; 100% = signal with IL-6 EC80 alone; activation (% of control), % at 5.6 µM; 190,000 compounds, 0.91% hits; AID 871;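 active = activation above the screen-wide mean of compound activation plus 3 SD, cut at about 130% in these data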;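 note: 0% = background luminescence of wells with medium and substrate only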
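system = STAT3-luciferase reporter U3A cells | reagent = IL-6 stimulus at 33 ng/mL final | timing = 1 h compound pre-exposure, 6 h IL-6 stimulation, 37 °C | measured by = luminescence | evaluation = % activation versus median of IL-6-stimulated wells | control set = IL-6-only wells as 100% reference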
FLuc inh counter – Photinus pyralis luciferase inhibition counter-screen. P08659. ATPLite firefly luciferase biochemical luminescence, 10 min. inhibition, % at 10 µM. 200,000 compounds, 1.5% hits. AID 1006;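 active = inhibition above about 50% when tested at 10 µM, limit read from the data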
Target sequence (P08659 whole entry, looked up): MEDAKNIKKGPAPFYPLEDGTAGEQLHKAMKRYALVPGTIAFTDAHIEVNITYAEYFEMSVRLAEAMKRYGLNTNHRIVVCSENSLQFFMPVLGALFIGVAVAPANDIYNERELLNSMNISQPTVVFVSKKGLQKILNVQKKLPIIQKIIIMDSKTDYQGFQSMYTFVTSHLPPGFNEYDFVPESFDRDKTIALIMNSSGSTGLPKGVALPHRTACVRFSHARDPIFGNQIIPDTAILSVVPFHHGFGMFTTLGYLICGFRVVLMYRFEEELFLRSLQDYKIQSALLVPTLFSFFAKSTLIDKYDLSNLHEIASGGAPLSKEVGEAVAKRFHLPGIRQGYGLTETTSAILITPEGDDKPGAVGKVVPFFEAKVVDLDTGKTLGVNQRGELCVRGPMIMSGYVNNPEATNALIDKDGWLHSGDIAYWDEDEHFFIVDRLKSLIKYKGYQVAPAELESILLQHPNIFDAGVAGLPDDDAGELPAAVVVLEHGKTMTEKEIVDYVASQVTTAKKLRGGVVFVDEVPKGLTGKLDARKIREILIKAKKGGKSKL
STAT3 blocker – STAT3 signaling inhibition; inhibition, % at 5.5 µM; AID 862; U3A cells, IL-6 STAT3-luciferase reporter, luminescence; host cell line lacks STAT1; 190,000 compounds, 0.89% hits;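 active = inhibition above the mean inhibition across all screened compounds plus 3 SD, cut at about 44% in these data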;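 note: 0% = DMSO only wells and 100% = 100 µM nifuroxazide control wells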
NF-kB expr up – compounds increasing NF-kB expression in human neuronal cells | NF-kB reporter expression; hits give high values | fold change at 12.5 µM | 190,000 compounds, 1.6% hits | AID 1239; in the data active = fold change above about 3.3
Hsp70 act – transcriptional activators of Hsp70. activation, % at 10 µM. 200,000 compounds, 0.04% hits. HeLa Hsp70 promoter luciferase reporter, luminescence; scaled: vehicle 0, proteasome-inhibitor control 100%;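 active = activation above the mean across all tested compounds plus 3 SD, cutoff set per campaign, cut at about 5.5% in these data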;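 note: 100% = MG132 at 30 µM as the positive control and 0% = DMSO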
RAM network inh – yeast RAM network inhibition | 190,000 compounds, 1.8% hits | AID 868 | S. cerevisiae dse1pr::URA3 reporter, 5-FOA growth OD615, 2 d; analog-sensitive cbk1-as2 kinase mutant strain | inhibition, % at 50 µM;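 active = inhibition above a set limit, 3 SD over mean compound inhibition, cut at about 8.4% in these data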;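 note: 0% = DMSO-only wells with no growth and 100% = 10 µM 1-NA-PP1 full growth; inhibition rescues growth on 5-FOA so higher OD means more RAM inhibition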
APP 5'UTR act – APP 5'UTR luciferase reporter activation. SH-SY5Y APP 5'UTR luciferase reporter, luminescence; zero percent = DMSO vehicle wells. activation, % at 2 µM. 190,000 compounds, 1% hits. AID 1276;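 active = activation above a set limit, based on mean plus 3 SD of controls, cut at about 140% in these data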; note: values of inactives mirror those of a sister screen read the other way
STAT1 blocker – STAT1 signaling inhibition. inhibition, % at 5.5 µM. AID 920. 200,000 compounds, 0.35% hits. NIH 3T3 STAT1-luciferase reporter, IFN-gamma, luminescence;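 active = inhibition above a set limit, the mean inhibition across all tested compounds plus 3 SD, cut at about 34% in these data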;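 note: 0% = IFN-gamma with DMSO and 100% = IFN-gamma with 300 µM nifuroxazide; values of inactives mirror those of a sister screen read the other way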
APP 5UTR inh – APP translation inhibition; 190,000 compounds, 0.82% hits; SH-SY5Y APP 5'UTR-luciferase reporter, luminescence; AID 1285; inhibition, % at 2 µM;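 active = inhibition above a set limit, derived from the sample mean plus 3 SD, cut at about 45% in these data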; note: values of inactives mirror those of a sister screen read the other way
The depositor's hits bear a star; x = no result given.

Each structure is followed by: STAT1 act | STAT3 activator | FLuc inh counter | STAT3 blocker | NF-kB expr up | Hsp70 act | RAM network inh | APP 5'UTR act | STAT1 blocker | APP 5UTR inh
1	CS(=O)(=O)c1nc(-c2ccco2)cc(C(F)(F)F)n1
 : 64.2 | 103.3 | -2.3 | 3.7 | 1.08 | 0.1 | 1.0 | 0.5 | 39.3* | -0.5
2	COc1ccc(C/C(N)=N/O)cc1
 : 100.2 | 101.5 | -2.0 | 2.1 | 1.23 | -0.4 | 1.2 | 7.7 | -0.2 | -7.7
3	CCN(Cc1ccncc1)C(=O)CCc1nnc(CCc2ccccc2OC)o1
 : 100.6 | 101.1 | -2.9 | 5.8 | 1.04 | -0.1 | -0.3 | 15.2 | -2.7 | -15.2
4	CN1CCN(CCCNC(=O)C2CCN(c3nnc(-n4cccc4)s3)CC2)CC1
 : 90.7 | 100.2 | -1.9 | 2.3 | 1 | 0.3 | 0.0 | 6.5 | 10.2 | -6.5
5	N#CCCS(=O)(=O)c1ccc(N)cc1
 : 90.0 | 101.7 | -14.8 | -3.0 | 1.18 | -0.3 | 1.0 | 14.1 | 11.2 | -14.1
6	COc1ccc(-c2nc(CS(=O)CC(=O)NCc3ccccn3)c(C)o2)cc1 (stereo unspecified)
 : 105.7 | 101.8 | -0.7 | 3.1 | 1.1 | -0.2 | 1.4 | 1.8 | -6.4 | -1.8
7	CCOC(=O)c1cnc2c(cnn2C)c1NCc1ccc(OC)cc1
 : 98.1 | 82.3 | 19.3 | 23.7 | 1.02 | 0.0 | 0.4 | 7.8 | 1.4 | -7.8
8	CCOc1cc(/C=C(\C#N)C(N)=O)ccc1OCc1c(C)no[n+]1[O-]
 : 92.1 | 93.0 | -7.3 | 17.6 | 1.14 | -0.1 | -1.0 | -3.0 | 6.9 | 3.0
9	Cc1ccc(Oc2ccc(OCC(=O)OC3CCS(=O)(=O)C3)cc2)cc1 (stereo unspecified)
 : 105.3 | 91.0 | x | 12.1 | x | 0.1 | x | -14.8 | -3.9 | 14.8
10	CCOC(=O)N1CCC(NC(=O)CCC(=O)N2CC(C)Oc3ccc(C)cc32)CC1 (stereo unspecified)
 : 94.1 | 98.9 | 5.5 | 5.1 | 0.85 | -0.4 | -0.5 | -3.2 | 6.4 | 3.2
11	CC(C)c1cc(N2CCN(C(=O)c3ccco3)CC2)n2c(nc3ccccc32)c1C#N
 : 94.1 | 100.2 | -5.2 | 8.4 | 0.63 | -0.1 | 5.3 | 7.1 | 6.5 | -7.1
12	C[C@@H](NC(=O)c1nc[nH]c1C(=O)N[C@@H](Cc1ccccc1)C(=O)OCc1ccccc1)c1ccccc1
 : 102.7 | x | -3.1 | x | 0.66 | -0.3 | 7.9 | 4.2 | -1.4 | -4.2
13	CCn1c(SCC(=O)Nc2nc(-c3ccc(C)cc3)cs2)nnc1-c1ccccc1
 : 84.3 | 93.8 | -3.6 | 4.6 | 0.81 | -0.5 | 4.6 | -6.1 | 17.0 | 6.1
14	CCN1C(=O)/C(=C\C=C2/C=CC=CN2CC)SC1=S
 : 133.6* | 118.0 | 24.9 | -18.5 | 2.22 | -0.1 | 0.6 | 47.6 | -38.2 | -47.6
15	CCSc1ncc(/C=N/Nc2ccc(Cl)cc2)n1C
 : 160.3* | 149.6* | 13.2 | -52.5 | 5.67* | 0.2 | -0.9 | 69.8 | -66.0 | -69.8
16	CNS(=O)(=O)c1cccc(C(=O)OCC(=O)N2c3ccccc3CC2C)c1 (stereo unspecified)
 : 93.3 | 94.7 | -1.8 | 13.4 | 1.04 | -0.4 | 2.7 | 12.6 | 7.3 | -12.6
17	CC(CC(=O)Nc1ccc(Cl)c([N+](=O)[O-])c1)c1ccccc1 (stereo unspecified)
 : 95.7 | 94.5 | -7.8 | 12.8 | 0.92 | -0.3 | 0.9 | -6.5 | 4.7 | 6.5
18	COc1ccc(C(=O)NCCCc2nc3ccccc3n2Cc2cc(C)ccc2C)cc1OC
 : 95.3 | 103.0 | -7.5 | -3.6 | 0.76 | -0.1 | -1.1 | 7.8 | 5.2 | -7.8
19	COc1ccccc1NC(=O)c1c(C)cc(=O)oc1C
 : 97.7 | 101.5 | -8.4 | 3.9 | 0.92 | 0.2 | -0.3 | 4.2 | 2.5 | -4.2
20	Cc1ccc(NC(=O)C2CCCN2C(=O)NC2CCCCC2)c(C)c1 (stereo unspecified)
 : 105.9 | 101.0 | -4.4 | 3.0 | 1.06 | -0.3 | 1.5 | -4.0 | -6.4 | 4.0
21	COc1ccc(F)cc1S(=O)(=O)n1nnc2ccccc21
 : 88.8 | 104.0 | 0.4 | 1.3 | 1.24 | -0.2 | 1.1 | 5.4 | 11.6 | -5.4
22	COc1ccccc1/C=C/C(=O)NCC(=O)N/N=C/c1ccc2c(c1)OCO2
 : 94.5 | 90.7 | 1.2 | 12.8 | 1.33 | 0.0 | 5.0 | -1.2 | 4.9 | 1.2
23	CN1CC(=O)NC1=NC(=O)C12CC3CC(CC(C3)C1)C2
 : 111.2 | 109.0 | -1.8 | -8.2 | 1.18 | -0.8 | 0.8 | 36.1 | -12.2 | -36.1
24	Cc1cc(C)n2nc(SCc3nnc(-c4cccs4)o3)nc2n1
 : 100.9 | 106.5 | -4.6 | -2.6 | 1 | -0.2 | 1.5 | -8.9 | -1.1 | 8.9
25	CN1CCc2nc3ccc(Cl)cc3c(-c3ccccc3Cl)c2C1
 : 101.0 | 106.9 | -2.6 | -2.2 | 0.79 | 0.0 | 0.5 | -9.0 | -1.1 | 9.0
26	Cc1ccc(C(=O)NNC(=O)CNc2cccc(Cl)c2)cc1
 : 98.1 | 108.0 | -6.4 | -4.7 | 1.14 | -0.1 | 1.9 | -8.1 | 0.4 | 8.1
27	CCCN1C(=O)/C(=N\OCC(=O)Nc2ccc(C(C)C)cc2)c2ccccc21
 : 104.5 | 96.1 | -1.6 | 9.5 | 0.87 | -0.4 | 3.7 | 6.8 | -4.9 | -6.8
28	CCC(C(=O)Nc1ccccc1-c1ccccc1)c1ccccc1 (stereo unspecified)
 : 99.5 | 103.2 | -4.4 | -3.6 | 1.04 | -0.4 | 6.5 | 3.1 | 0.6 | -3.1
29	Cc1ccc(NC(=O)[C@@H]2CCCN2S(=O)(=O)c2ccccc2C(F)(F)F)cc1S(=O)(=O)N1CCOCC1
 : 109.9 | 102.6 | -1.8 | -3.1 | 0.88 | -0.3 | 1.5 | 5.6 | -11.1 | -5.6
30	Nc1cc(Oc2ccc(F)cc2F)cc([N+](=O)[O-])c1
 : 94.5 | 95.1 | -2.5 | 8.0 | 0.96 | -0.1 | 1.8 | 12.6 | 4.4 | -12.6
31	CC(/C=C/c1ccccc1)=N/NC(=O)CNC(=O)c1ccc2c(c1)OCO2
 : 99.6 | 91.5 | -4.8 | 15.9 | 1.09 | 0.0 | 1.5 | 5.1 | 0.4 | -5.1
32	Cc1nn(Cc2cccc(C(=O)NCC(C)C)c2)c(C)c1Br
 : 82.5 | 100.8 | -4.1 | 2.9 | 1.29 | -0.6 | -0.1 | 6.3 | 12.8 | -6.3
33	Cc1cc(C)cc(Cn2ncc(Cl)c(Cl)c2=O)c1
 : 93.8 | 105.3 | -4.1 | -5.9 | 1.08 | -0.4 | 0.7 | -58.2 | 6.9 | 58.2*
34	CC1CCCCN1CCNC(=O)C1CCN(S(=O)(=O)N2CCCCC2)CC1 (stereo unspecified)
 : 98.2 | 102.8 | -9.5 | 4.4 | 0.87 | 0.3 | -0.7 | -4.9 | 1.9 | 4.9
35	O=C1/C(=C\c2ccc(Br)o2)Cc2ccccc21
 : 108.7 | 110.8 | 19.2 | -7.4 | 1.58 | -0.1 | 3.6 | 25.9 | -9.8 | -25.9
36	CNS(=O)(=O)c1ccc(Oc2ccc(S(=O)(=O)NC)cc2)cc1
 : 94.5 | 86.0 | -3.4 | 19.8 | 0.93 | -0.4 | 0.8 | -6.0 | 6.0 | 6.0
37	Cc1cc(C)n2c(SCC(=O)N3CCN(S(=O)(=O)c4ccc(Cl)cc4)CC3)nnc2n1
 : 101.1 | 108.7 | -3.6 | -7.9 | 1.12 | -0.2 | 2.1 | 0.8 | -1.2 | -0.8
38	CCOC(=O)C1=C(N)Oc2c(oc(CO)cc2=O)C1c1c(F)cccc1Cl (stereo unspecified)
 : 97.4 | 99.8 | -0.1 | 8.0 | 0.83 | -0.1 | -0.1 | -0.2 | 2.9 | 0.2
39	Clc1ccc(Nc2ncnc3ccc(Br)cc23)cc1
 : 89.8 | 88.3 | -1.3 | 24.5 | 0.69 | -0.2 | 1.6 | -9.9 | 11.3 | 9.9
40	Cc1ccc(S(=O)(=O)CCc2nnc(NC(=O)C3CCCO3)s2)cc1 (stereo unspecified)
 : 95.8 | 109.0 | -9.2 | -12.6 | 1.07 | -0.2 | 1.8 | 21.7 | 4.5 | -21.7
41	Cc1cc(C)nc(NS(=O)(=O)c2ccc(N=Cc3c(C)[nH]n(-c4ccccc4)c3=O)cc2)n1
 : 95.1 | 104.0 | 2.9 | -1.0 | 1.1 | -0.2 | 0.5 | 11.3 | 5.4 | -11.3
42	Cc1nn(C(C)C(=O)NCc2ccccc2)c(C)c1[N+](=O)[O-] (stereo unspecified)
 : 103.6 | 105.5 | -0.7 | 1.1 | 1.09 | -0.4 | 0.2 | 10.6 | -4.0 | -10.6
43	O=C1CC(C(=O)Nc2ccc(Cl)cc2)n2ncnc2N1 (stereo unspecified)
 : 107.5 | 102.4 | -7.6 | 2.1 | 1.21 | -0.4 | 0.3 | 7.0 | -8.1 | -7.0
44	COc1ccc(/C=c2\sc3nc(-c4ccccc4OC)nn3c2=O)c(OC)c1
 : 99.7 | 155.6* | -4.5 | -63.2 | 0.99 | 0.1 | 4.4 | 11.4 | 0.3 | -11.4
45	Oc1ccc(C=NCC2COc3ccccc3O2)cc1 (stereo unspecified)
 : 102.3 | 96.5 | -3.4 | 7.6 | 0.93 | -0.2 | 0.8 | -10.2 | -2.5 | 10.2
46	O=C1NN=C(c2ccc(Cl)cc2)CC1c1c[nH]c2ccccc12 (stereo unspecified)
 : 102.3 | 102.5 | 3.2 | 6.5 | 0.85 | -0.2 | 2.4 | -10.1 | -2.3 | 10.1
47	N#CCCN1CCN(S(=O)(=O)c2ccc(S(=O)(=O)NCC3CCCO3)cc2)CC1 (stereo unspecified)
 : 100.2 | 101.9 | -6.9 | -2.2 | 1.25 | 0.6 | 1.1 | 14.2 | 0.7 | -14.2

An excerpt from above in order of length of the SMILES, highest first:
Each structure is followed by: STAT1 act | STAT3 activator | FLuc inh counter | STAT3 blocker | NF-kB expr up | Hsp70 act | RAM network inh | APP 5'UTR act | STAT1 blocker | APP 5UTR inh
41	Cc1cc(C)nc(NS(=O)(=O)c2ccc(N=Cc3c(C)[nH]n(-c4ccccc4)c3=O)cc2)n1
 : 95.1 | 104.0 | 2.9 | -1.0 | 1.1 | -0.2 | 0.5 | 11.3 | 5.4 | -11.3
46	O=C1NN=C(c2ccc(Cl)cc2)CC1c1c[nH]c2ccccc12 (stereo unspecified)
 : 102.3 | 102.5 | 3.2 | 6.5 | 0.85 | -0.2 | 2.4 | -10.1 | -2.3 | 10.1
43	O=C1CC(C(=O)Nc2ccc(Cl)cc2)n2ncnc2N1 (stereo unspecified)
 : 107.5 | 102.4 | -7.6 | 2.1 | 1.21 | -0.4 | 0.3 | 7.0 | -8.1 | -7.0
